From PubChem BioAssay
Measles CPE – compounds protecting cells from measles virus cytopathic effect, primary screen, measles RdRp inhibitor project, single point, MLSMR library, absorbance | Measles virus-infected cells, CPE protection | protection (pct of control), % at 4 µM | hit rate 1.5% among 140,000 | AID 841, 2007; in the data active = protection mostly above about 24%, no sharp cut-off; inactive = mostly below about 26%; also: some compounds called inactive have numbers as strong as hits
HCT116 PTEN-null – growth suppression of PTEN-null HCT116, primary screen, cell-based, CellTiter-Glo; viability, % at 10 µM; hit rate 1.2% among 140,000; HCT116 PTEN-null viability, 60 h; hits give low values;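 active = viability at or below a set limit, 4 SD under the median of all tested compounds, cut at about 3.7% in these data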;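 also: PTEN knockout HCT116 line with beta catenin targeted HCT116 as companion control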
BB579 growth dn – growth inhibitors of yeast BB579 in restrictive medium, primary screen, yeast lifespan-shortening project, S. cerevisiae; OD615, 48 h; inhibition, % at 10 µM; hit rate 0.51% among 140,000; AID 804, 2007;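 active = inhibition above a set limit, 3 SD over the mean compound inhibition, cut at about 44% in these data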; also: inactives centre near -24
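Test system: Saccharomyces cerevisiae DeaD strain BB579, replicative lifespan model yeast | Buffer or medium: Restrictive CSMM-D medium | Doses: One dose, 10 µM compound with 0.25% DMSO | Incubation: 48 h exposure, 30 °C | Detection: Culture absorbance at 615 nm | Control set: Amphotericin B at 10 µg/mL as positive control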
HCT116 bCat-KO – primary screen for growth suppressors in beta-catenin knockout HCT116 cells (colon tumor, human). viability, % at 10 µM. AID 818, 2007. hit rate 1.5% among 140,000. HCT116 beta-catenin knockout viability, CellTiter-Glo, 60 h; hits give low values;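 active = viability at or under a set limit, the compound median less 4 SD, cut at about 6% in these data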;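 also: 0% = Hyamine 1622 control at 20 µM and 100% = untreated cell control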
Phagocyt inh – inhibitors of macrophage phagocytosis, primary screen, imaging, J774A.1 cells, IgG beads; J774A.1 macrophage IgG-bead phagocytosis; inhibition, % at 5 µM; hit rate 0.07% among 110,000;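 active = inhibition above the mean of the plate negative controls plus 5 SD, cut at about 13% in these data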;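 also: phagocytic index as fraction of beads internalized from green versus red external bead signal; plate controls were DMSO negative control for no effect and cytochalasin-D positive control for full effect; some results beyond the cut were filed as inactive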
Yeast lifespan up – compounds extending yeast replicative lifespan, primary screen, S. cerevisiae, OD615. S. cerevisiae growth with nicotinamide; deaD strain in restrictive glucose medium. inhibition of the nicotinamide effect, % at 10 µM. hit rate 0.68% among 130,000;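 active = inhibition above a set limit, placed 3 SD over the median of all compounds, cut at about 26% in these data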;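 also: 0% = nicotinamide-treated wells and 100% = cells grown without nicotinamide; some compounds called inactive have numbers as strong as hits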
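Buffer or medium: CSMM-D glucose medium, restrictive; test system: modified budding yeast, DeaD strain; compound: single dose 10 µM compound, 0.25% DMSO; schedule: culture preincubation 4 h, compound exposure 48 h, both 30 °C; detection: optical density (absorbance) at 615 nm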
E-sel TNF inh – E-selectin induction blockers in HUVEC – imaging, immunofluorescence, high content, primary screen; inhibition, % at 2 µM; AID 1246, 2008; HUVEC TNFa-induced E-selectin immunofluorescence; hit rate 0.71% among 120,000;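 active = inhibition above the batch mean plus 3 SD, and confirmed as a hit on visual image review, cut at about 43% in these data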;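 also: 0% = TNF-stimulated DMSO wells and 100% = unstimulated control wells; not every result past the cut was called active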
NPY-Y2 antag – NPY-Y2 receptor antagonists, primary screen, cell-based | NPY-Y2 expressing cells, antagonist mode | inhibition, % at 2.7 µM | hit rate 0.99% among 140,000 | Neuropeptide Y receptor type 2 (Homo sapiens), P49146; in the data active = inhibition above about 17%;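 also: 0% = vehicle with agonist challenge and 100% = reference antagonist with challenge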
Target sequence (P49146 whole entry, looked up): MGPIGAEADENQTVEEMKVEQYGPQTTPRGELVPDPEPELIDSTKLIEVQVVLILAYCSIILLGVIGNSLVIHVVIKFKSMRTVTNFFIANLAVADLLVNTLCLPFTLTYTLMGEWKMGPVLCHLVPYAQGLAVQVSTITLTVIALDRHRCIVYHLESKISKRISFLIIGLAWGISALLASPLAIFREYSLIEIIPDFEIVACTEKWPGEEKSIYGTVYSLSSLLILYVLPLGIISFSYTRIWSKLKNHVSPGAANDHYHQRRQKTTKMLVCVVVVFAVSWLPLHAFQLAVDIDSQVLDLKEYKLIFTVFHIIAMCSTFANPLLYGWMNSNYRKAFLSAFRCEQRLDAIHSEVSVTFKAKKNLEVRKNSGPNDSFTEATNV
GALR2 blocker – GALR2 antagonists in receptor-expressing cells, primary screen; Galanin receptor type 2 (Homo sapiens), O43603; antagonist mode; inhibition, % at 4 µM; hit rate 0.39% among 140,000; in the data active = inhibition above about 27%;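 also: cells stimulated with galanin 1-16 at roughly its EC80; 0% = agonist challenge control and 100% = basal control without agonist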
Target sequence (O43603 whole entry, looked up): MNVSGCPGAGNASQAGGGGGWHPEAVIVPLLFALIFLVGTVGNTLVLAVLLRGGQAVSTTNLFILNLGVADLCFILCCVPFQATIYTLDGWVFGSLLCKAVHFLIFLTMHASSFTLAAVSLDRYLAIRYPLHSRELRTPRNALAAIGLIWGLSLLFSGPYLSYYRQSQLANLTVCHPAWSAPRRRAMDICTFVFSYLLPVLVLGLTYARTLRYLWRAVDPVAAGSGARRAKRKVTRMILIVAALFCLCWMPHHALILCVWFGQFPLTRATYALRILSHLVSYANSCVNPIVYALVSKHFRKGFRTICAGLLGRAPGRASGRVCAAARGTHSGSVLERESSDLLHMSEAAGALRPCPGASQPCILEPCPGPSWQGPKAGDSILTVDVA
MRP1 act – H69AR viability gain despite doxorubicin, primary screen, MRP-1 activator project, H69AR cells, CellTiter-Glo | viability rescue | viability increase, % at 10 µM | hit rate 0.61% among 140,000 | AID 799, 2007;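 active = viability gain under doxorubicin at or above a set limit, the compound median plus 3 SD, cut at about 4.7% in these data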;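 also: MRP-1 overexpressing cells given doxorubicin 25 µM after compound pretreatment; 18-22 h compound pretreatment then 72 h with doxorubicin before readout; 0% = doxorubicin-only wells and 100% = vehicle-treated cells without doxorubicin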
Active calls of the source: *; · = not tested or not shown; & = joins results of further samples.

Every second line gives: Measles CPE | HCT116 PTEN-null | BB579 growth dn | HCT116 bCat-KO | Phagocyt inh | Yeast lifespan up | E-sel TNF inh | NPY-Y2 antag | GALR2 blocker | MRP1 act
1. Cc1[nH]ccc(=O)c1OCc1ccc(Cl)cc1
 : 4 | 103 | -47 | 93 | -1 | -6 | 4 | 0 | 3 | -0.5
2. Cc1ccccc1N1CCN(CCCN2C(=O)CC(=C(c3ccccc3)c3ccccc3)C2=O)CC1
 : 11 | 77 | -30 | 80 | -2 | 2 | 27 | 4 | 11 | -3.6
3. COc1ccccc1N(C(=O)c1snc(C(N)=O)c1N)C(C(=O)NCCC(C)C)c1ccco1 (stereo unspecified)
 : 7 | 86 | -13 | 91 | -2 | -19 | 23 | 9 | -2 | -0.2
4. COC(=O)c1cc(NC(=O)c2ccc(Cn3cc(Cl)cn3)o2)cc(C(=O)OC)c1
 : 11 | 85 | -7 | 71 | -1 | 5 | -11 | 1 | 7 | -2.0
5. O=C1CC(c2ccc3c(c2)OCO3)c2cc3c(cc2N1)OCO3 (stereo unspecified)
 : 10 | 85 | -26 | 98 | -2 | -13 | -4 | 4 | -21 | -3.4
6. COc1ccccc1-c1cc(C(=O)N/N=C/c2ccc(C)s2)c2ccccc2n1
 : 22 | 77 | -45 | 68 | 0 | -10 | 13 | 4 | 5 | -1.7
7. CC1CCCN(C(=O)Nc2cccc(NC(=O)N3CCCC(C)C3C)c2)C1C (stereo unspecified)
 : 5 | 96 | -37 | 96 | 0 | -5 | -36 | 1 | 2 | -0.6
8. Cc1nc(NC(=O)COC(=O)c2cc3c(s2)CCC(C)C3)c(Cl)cc1Cl (stereo unspecified)
 : 24 | 87 | -40 | 82 | -10 | 5 | 9 | 4 | -14 | -1.5
9. COc1ccc(S(=O)(=O)N2CCCC2C(=O)Nc2ccc(O)cc2)cc1 (stereo unspecified)
 : 3 | 102 | -42 | 93 | -2 | -2 | -10 | -1 | 4 | -4.8
10. CCOc1ccc(C(=O)NC2CCN(S(C)(=O)=O)CC2)cc1
 : 19 | 101 | -68 | 97 | 0 | -9 | · | 0 | 0 | -0.9

The list goes on.
Every second line gives: Measles CPE | HCT116 PTEN-null | BB579 growth dn | HCT116 bCat-KO | Phagocyt inh | Yeast lifespan up | E-sel TNF inh | NPY-Y2 antag | GALR2 blocker | MRP1 act
11. Clc1ccc(-n2cnnn2)cc1
 : 24 | 104 | -45 | 88 | -1 | -5 | · | 0 | -8 | -0.1
12. Cc1nnc(NC(=O)/C=C/c2ccco2)s1
 : 23 | 83 | -16 | 73 | 6 | -4 | · | 11 | 0 | -0.2
13. CCC(=O)Nc1cc(ON=C(C)C)cc([N+](=O)[O-])c1
 : 96* | 88 | -22 | 88 | -5 | -5 | -13 | 0 | -5 | -2.5
14. O=C(CSc1nnc([C@@H]2CCCN2)o1)c1ccc(Cl)cc1
 : · | 95 | -40 | 98 | -1 | -7 | 6 | 1 | 2 | -1.6
15. CC1(C)N=C(c2cccc(F)c2)C(=O)N1
 : 3 | 92 | -60 | 88 | 2 | -1 | 9 | 0 | 4 | -1.3
16. CCC(CO)NC(=O)c1cc2c(s1)CCC2 (stereo unspecified)
 : 3 | · | -9 | 97 | 0 | -3 | 0 | 3 | 8 | -0.3
17. O=c1oc2cc(OCc3nn[nH]n3)ccc2c2c1CCCC2
 : 10 | 105 | -17 | 103 | -1 | 2 | 19 | 4 | 2 | 0.9
18. CCOC(=O)c1sc(NC(=O)CCCn2nc([N+](=O)[O-])cc2C)c(C(=O)OCC)c1C
 : 19 | 82 | -1 | 90 | -7 | 2 | -15 | 2 | 8 | -2.2
19. COC(=O)C1=C(C(=O)OC)C(c2cc(Br)ccc2O)c2sc(=O)[nH]c2S1 (stereo unspecified)
 : 11 | 98 | -16 | 92 | · | 61* | 7 | 2 | -12 | -2.2
20. Cn1c(=O)c2[nH]c(NCC3CCCO3)nc2n(-c2ccccc2)c1=O (stereo unspecified)
 : 24 | 110 | 2 | 106 | 1 | -14 | -14 | 0 | -5 | 0.6

Quoted at random: 4 compounds from above, in no set order.
Every second line gives: Measles CPE | HCT116 PTEN-null | BB579 growth dn | HCT116 bCat-KO | Phagocyt inh | Yeast lifespan up | E-sel TNF inh | NPY-Y2 antag | GALR2 blocker | MRP1 act
15. CC1(C)N=C(c2cccc(F)c2)C(=O)N1
 : 3 | 92 | -60 | 88 | 2 | -1 | 9 | 0 | 4 | -1.3
4. COC(=O)c1cc(NC(=O)c2ccc(Cn3cc(Cl)cn3)o2)cc(C(=O)OC)c1
 : 11 | 85 | -7 | 71 | -1 | 5 | -11 | 1 | 7 | -2.0
2. Cc1ccccc1N1CCN(CCCN2C(=O)CC(=C(c3ccccc3)c3ccccc3)C2=O)CC1
 : 11 | 77 | -30 | 80 | -2 | 2 | 27 | 4 | 11 | -3.6
9. COc1ccc(S(=O)(=O)N2CCCC2C(=O)Nc2ccc(O)cc2)cc1 (stereo unspecified)
 : 3 | 102 | -42 | 93 | -2 | -2 | -10 | -1 | 4 | -4.8

More compounds follow:
#21 Cc1[nH]c2ccccc2c1/C=C/C(=O)c1ccccc1
#22 CCCn1c(=S)[nH]c2cc(C(=O)N3CCN(c4ccccc4OC)CC3)ccc2c1=O
#23 O=C1C=CC(=O)N1c1ccc(OC(F)F)cc1
#24 CC(NC(=O)c1ccc(F)cc1)c1ccccc1 (stereo unspecified)
#25 CC(C)(C)c1ccc(S(=O)(=O)N2CCC(c3nc4ccc(Cl)cc4[nH]3)CC2)cc1
#26 COc1ccc(-c2cc3c(=O)n(CC(=O)NC4CCN(Cc5ccccc5)CC4)ncn3n2)cc1

Screen / compound no.	21	22	23	24	25	26
Measles CPE	13	14	15	38*	8	15
HCT116 PTEN-null	39	73	103	90	47	58
BB579 growth dn	-1	-40	-15	19	-29	-15
HCT116 bCat-KO	43	79	87	85	67	80
Phagocyt inh	-1	·	·	0	·	-6
Yeast lifespan up	-9	·	14	-14	·	-10
E-sel TNF inh	·	-2	23	9	5	-8
NPY-Y2 antag	-2	3	0	1	-1	2
GALR2 blocker	21	1	-1	-7	-4	-9
MRP1 act	-3.8	-3.3	-1.5	-2.2	-6.2	-4.0

#27 CCN1C(=O)CC(N2CCN(c3ccc(C(=O)c4ccccc4)cc3)CC2)C1=O (stereo unspecified)
#28 CCc1c(C(=O)NCCc2ccc(OC)c(OC)c2)[nH]c(C)c1C(C)=O
#29 CCCN(CCC)C(=O)CP(=O)(c1ccccc1)c1ccccc1
#30 CCOC(=O)C(Sc1ncn[nH]1)c1ccccc1 (stereo unspecified)
#31 CC(C)(C)c1cc(NC(=O)c2ccc(OC3CCCC3)cc2)no1
#32 CCn1cc(/C=C/C(=O)NCc2c(C)nn(C)c2C)cn1

Screen / compound no.	27	28	29	30	31	32
Measles CPE	28	4	18	5	5	·
HCT116 PTEN-null	95	75	88	95	78	90
BB579 growth dn	-9	-28	-14	-28	-36	-66
HCT116 bCat-KO	93	81	76	103	87	96
Phagocyt inh	4	-1	-2	-1	-1	1
Yeast lifespan up	-23	47*	-2	3	-4	-11
E-sel TNF inh	-14	7	·	14	·	-22
NPY-Y2 antag	2	-1	1	-1	-2	0
GALR2 blocker	-18	0	-3	4	11	-7
MRP1 act	-2.9	-0.4	-1.2	-1.5	0.5	-1.4

#33 CC1(C)Oc2ccccc2OC1(O)c1ccc2ccccc2n1 (stereo unspecified)
#34 CCc1ccc2oc(C(=O)NCc3ccncc3)c(C)c2c1
#35 CC12CN3CC(C)(CN(C1)C3c1ccccc1Cl)C2O (stereo unspecified)
#36 COc1ccc(-c2cn3cccnc3n2)cc1NC(=O)c1cccs1
#37 Cc1onc(-c2ccccc2Cl)c1C(=O)N/N=C(\N)COc1ccc(Cl)cc1
#38 Cc1ccc(-n2cc(-c3ccccc3)[nH]c2=O)cc1F

Screen / compound no.	33	34	35	36	37	38
Measles CPE	6	3	5	4	17	7
HCT116 PTEN-null	79	43	109	93	7	94
BB579 growth dn	-1	-30	-22	-10	-31	-20
HCT116 bCat-KO	86	21	104	89	8	104
Phagocyt inh	-3	·	·	-9	0	2
Yeast lifespan up	14	·	-2	-4	-8	-16
E-sel TNF inh	·	-42	-10	-23	-8	-2
NPY-Y2 antag	0	1	4	9	0	3
GALR2 blocker	4	12	-18	12	9	7
MRP1 act	-1.5	-0.1	-0.6	2.1	-1.3	-3.7

#39 O=c1[nH]c(=O)n(Cc2ccccc2)c2c1CCC2
#40 c1csc(C(c2nnnn2C2CCCC2)N2CCCC3(CCCCC3)C2)c1 (stereo unspecified)
#41 C=CCNC(=O)/C(C#N)=C/c1c(C)nn(-c2ccccc2)c1Cl
#42 COC(=O)C1=C(O)/C(=C\c2ccc(CNS(=O)(=O)c3ccc(Cl)cc3)o2)N=C1C
#43 COc1cc(-c2ncc3ccccn23)cc(OC)c1OC
#44 C=CCc1c(OC(C)=O)c2ccccc2n(C)c1=O

Screen / compound no.	39	40	41	42	43	44
Measles CPE	9	8	2	7	3	9
HCT116 PTEN-null	85	52&61	89	93	90	94
BB579 growth dn	-26	-14	13	-27	21	-6
HCT116 bCat-KO	92	58	85	92	84	76
Phagocyt inh	0	2	-7	-9	0	0
Yeast lifespan up	-2	-16	-1	-3	-25	-1
E-sel TNF inh	21	57*	-1	·	20	·
NPY-Y2 antag	4	11	6	1	1	1
GALR2 blocker	-4	-4	13	-4	2	-4
MRP1 act	-0.4	0.0	-5.1	-2.4	-3.1	1.1

#45 CCNC(=S)N1CCN(CCN=CC2=C(O)CC(c3cccs3)CC2=O)CC1 (stereo unspecified)
#46 CCCC(=O)Nc1cc(-c2cn3cccnc3n2)ccc1OC
#47 Cc1cc(C)n2nc(SCc3cc(=O)oc4cc(C)c(C)cc34)nc2n1
#48 O=C(c1ccccc1)n1ccc2ccccc21
#49 COC1=CC(=O)CC(C)C12Oc1c(Cl)c(OC)cc(OC)c1C2=O (stereo unspecified)

Screen / compound no.	45	46	47	48	49
Measles CPE	18	33	4	4	9
HCT116 PTEN-null	102	99	104	92	52
BB579 growth dn	-37	-22	-47	-58	-36
HCT116 bCat-KO	99	99	95	91	60
Phagocyt inh	-1	2	3	2	·
Yeast lifespan up	6	-5	-5	-14	2
E-sel TNF inh	6	·	12	-23	·
NPY-Y2 antag	1	-1	0	6	6
GALR2 blocker	3	-2	-4	6	4
MRP1 act	1.2	-1.1	-0.3	-1.2	-3.1
